Assay outcomes from PubChem BioAssay.
XiGFP reactiv – activators of X-chromosome reactivation in mouse fibroblasts; activation, % at 7.58 µM; XiGFP mouse fibroblasts, % GFP-positive cells imaging, 3 d; cells co-treated with 5-aza-dC sensitizer; scaled so ellipticine positive control = 100%; 0.055% of 360,000 active;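 active = mean normalized replicate activation at least 10% and every replicate at or above 10%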;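 note: 0% = median of on-plate neutral control wells and 100% = ellipticine 6 µM median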
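System: 68-5-11 XiGFP fibroblast line | Buffer or medium: DMEM containing 5-aza-dC | Compound: Single point | Times: Compounds 3 days, fix/stain 15 min at room temperature | Benchmarks: Positive control ellipticine, 6 µM final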
ERp5 block – ERp5 (human) disulfide isomerase inhibition; Q15084; ERp5 insulin aggregation, absorbance 650 nm, 90 min; inhibition, % at 9.99 µM; 0.05% of 350,000 active;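 active = mean replicate inhibition above about 25%, with every replicate also reaching it, limit read from the data, passing the limit was not always enough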
Target sequence (Q15084 whole entry, looked up): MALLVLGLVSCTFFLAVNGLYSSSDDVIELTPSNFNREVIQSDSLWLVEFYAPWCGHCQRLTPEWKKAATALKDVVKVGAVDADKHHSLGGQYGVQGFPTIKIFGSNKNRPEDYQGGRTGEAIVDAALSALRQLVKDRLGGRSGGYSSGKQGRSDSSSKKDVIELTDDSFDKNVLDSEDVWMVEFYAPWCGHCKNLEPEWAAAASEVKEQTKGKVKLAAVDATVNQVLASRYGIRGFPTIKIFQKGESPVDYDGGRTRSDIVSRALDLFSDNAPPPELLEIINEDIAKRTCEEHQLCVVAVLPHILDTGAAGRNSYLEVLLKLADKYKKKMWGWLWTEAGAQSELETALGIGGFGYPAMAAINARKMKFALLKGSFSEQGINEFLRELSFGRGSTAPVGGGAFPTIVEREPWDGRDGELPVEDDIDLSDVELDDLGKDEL
RAD54 inh – inhibitors of human RAD54 branch migration | RAD54 Holliday junction branch migration, FAM/BHQ fluorescence | inhibition, % at 10.4 µM | 0.14% of 360,000 active | Q92698 | AID 602329;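 active = mean normalized replicate activity at least 40 and at least half of replicates scoring 40 or more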;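 note: 0% = median of neutral control wells and 100% = median of positive control wells; inhibitors cause a drop in the FAM fluorescence signal; in these data hits start at about 50%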
RAD52 inh – RAD52 (human) annealing inhibition | P43351 | recombinant RAD52 DNA annealing, FRET fluorescence | inhibition, % at 18.7 µM | 0.46% of 360,000 active;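 active = every replicate showing at least 50% inhibition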
Target sequence (P43351 whole entry, looked up): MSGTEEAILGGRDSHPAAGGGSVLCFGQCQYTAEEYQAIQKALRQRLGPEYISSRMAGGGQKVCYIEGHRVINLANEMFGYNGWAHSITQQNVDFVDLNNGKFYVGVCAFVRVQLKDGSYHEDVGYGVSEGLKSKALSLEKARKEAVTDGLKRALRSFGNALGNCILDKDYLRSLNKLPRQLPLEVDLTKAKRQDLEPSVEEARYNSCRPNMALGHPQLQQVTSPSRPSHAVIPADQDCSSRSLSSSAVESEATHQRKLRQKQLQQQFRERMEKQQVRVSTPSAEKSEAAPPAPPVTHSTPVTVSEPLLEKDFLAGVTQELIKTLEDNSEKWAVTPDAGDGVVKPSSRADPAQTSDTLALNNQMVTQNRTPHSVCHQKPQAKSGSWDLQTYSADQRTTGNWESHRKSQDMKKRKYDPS
esBAF inh – blocks esBAF chromatin remodeling in mouse ES cells; Bmi1-luciferase knock-in reporter, 24 h; 100% = twice the neutral-well signal; reporter increase, % at 12.5 µM; 2% of 350,000 active; AID 602393; in the data active = activation above about 40%;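 note: 0% = median of the plate's neutral control wells and 100% = double that signal; a rise in the Bmi1 reporter signal indicates esBAF inhibition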
S100A4 MyoIIA – blocks human S100A4 binding to myosin IIA peptide. S100A4/TAMRA-MyoIIA peptide fluorescence polarization. inhibition, % at 10.7 µM. 0.14% of 360,000 active. AID 652163;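 active = mean inhibition of at least 70% across replicates, with every replicate also reaching that level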
Target sequence (P26447 whole entry, looked up): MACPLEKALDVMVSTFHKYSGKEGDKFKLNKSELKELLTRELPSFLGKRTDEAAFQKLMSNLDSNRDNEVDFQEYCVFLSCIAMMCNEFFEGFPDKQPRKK
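assay system = human S100A4 monomer with TAMRA-labelled myosin IIA peptide | also added = labelled myosin peptide probe, 5 nM | incubation = 5 min between mix addition and reading | control set = DMSO and TFP controls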
E-sel inducer – E-selectin induction on HUVECs; activation, % at 7.58 µM; 0.37% of 260,000 active; AID 686992; HUVEC E-selectin immunofluorescence imaging; normalized: neutral wells 0, TNF-alpha wells 100;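 active = mean E-selectin-positive cell signal at least 10% of the positive control, reached in at least 60% of replicates, without over 20% cell loss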;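 note: in these data hits start at about 27%; measured in HUVEC primary endothelial cells; signal is the percent of cells scored E-selectin positive by PE staining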
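Assay system: HUVEC, human umbilical vein endothelial cells / Amount: 3,000 HUVEC/well / Controls: TNF-alpha positive control, DMSO neutral control / Compound dosing: single concentration / Medium: EGM-2 over gelatin coat / Evaluation: percent E-selectin-positive cells / Signal: immunofluorescence imaging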
ERAP1 inh – inhibitors of human ERAP1 aminopeptidase. recombinant ERAP1, Leu-AMC fluorescence, 60 min. inhibition, % at 10.7 µM. 0.15% of 340,000 active. AID 652197;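 active = mean replicate inhibition of at least 30%, or all replicates individually reaching that 30% level; inactive = mean below 30% and not every replicate reaching it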;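 note: 0% = neutral control wells and 100% = L-leucinethiol positive control wells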
Starred values were filed as active, the others as inactive; / = no result given.

SMILES	XiGFP reactiv	ERp5 block	RAD54 inh	RAD52 inh	esBAF inh	S100A4 MyoIIA	E-sel inducer	ERAP1 inh
CCn1c2ccccc2c2cc(NC(=O)COC(=O)c3ccccc3F)ccc21	0.2	-0.6	-4.8	-5.7	/	4.8	/	4.9
C[C@@H]1CN([C@@H](C)CO)C(=O)c2cccc(NS(=O)(=O)c3ccccc3)c2O[C@H]1CN(C)Cc1ccc(Cl)c(Cl)c1	-0.9	-2.9	-2.2	-8.6	-1.8	4.4	/	1.5
CN1CCC[C@H]1CCNc1ccc2c(=O)c3ccccc3n(C)c2c1	-0.1	0.8	89.9*	50.5*	63.5*	-1.2	-0.1	/
CCCC(=O)Nc1ccc(C2C(=O)c3ccccc3C2=O)cc1	0.1	4.5	0.7	-3.2	-3.1	-3.2	/	1.9
COc1ccccc1-n1c(SCC(=O)NC2CC2)nc2ccccc2c1=O	0.2	4.6	-3.2	-1.8	0.3	0.2	-0.4	0.7
COc1ccc(S(=O)(=O)Nc2ccc(NC(C)=O)cc2)cc1[N+](=O)[O-]	-0.1	1.5	/	-17.3	/	-11.0	/	2.7
Cc1nonc1OCCn1c([N+](=O)[O-])cnc1C	0.0	3.3	/	-10.8	/	14.0	/	17.2
O=C(CN1CCOCC1)N/N=C/c1c(O)ccc2ccccc12	0.1	2.9	2.1	-28.2	-18.1	1.4	-0.1	10.4
O=C(Nc1ccccc1)/C(=C/c1ccc([N+](=O)[O-])cc1)NC(=O)c1ccco1	0.4	2.9	1.1	-3.4	-6.9	1.4	0.0	0.8
COc1ccccc1CNC(=O)COc1cccc(-n2cnnn2)c1	0.2	2.9	/	-12.9	/	-10.0	-1.9	3.4
Cc1ccc(C)c(N2CCN(S(=O)(=O)c3ccc4c(c3)CCN4C(=O)CCC(=O)O)CC2)c1	0.2	-2.8	5.2	-14.8	3.7	-4.6	-0.3	4.9
C[C@H](O)C#Cc1ccc2c(c1)O[C@@H](CN(C)C(=O)CN(C)C)[C@@H](C)CN([C@H](C)CO)S2(=O)=O	-1.0	-4.8	1.1	-14.7	-0.5	8.2	0.5	0.6
Cc1nc(SCc2ccc(C(=O)O)cc2)c2c(C)c(C)sc2n1	-0.1	6.4	11.7	-9.5	/	4.0	/	-3.0
CO[C@H]1CC[C@@H]2CCN(C)C(=O)[C@@H](C)N(C)C(=O)c3cc(C#N)ccc3OC[C@@H]1O2	0.1	0.2	0.1	1.6	-0.7	-3.7	0.0	-2.2
CCOC(=O)c1ncn2c1CN(C)C(=O)c1cc(F)ccc1-2	-0.1	-2.2	2.1	-9.7	3.1	-1.8	0.3	-1.5
COc1ccc(-c2ccc3oc(-c4ccc(OC)cc4)c(-c4cc(OC)c(OC)c(OC)c4)c3c2)cc1	0.6	-4.6	-11.0	-6.7	-0.5	-0.5	0.1	/
CCCNC(=O)N1[C@H](CO)[C@H](c2ccc(C3=CCCC3)cc2)[C@H]1CNC(C)=O	0.3	/	-11.8	/	-0.9	/	0.0	/
Cc1cc(C(=O)N2CCCC(N3CCN(c4cccc(Cl)c4)CC3)C2)no1 (configuration not stated)	0.0	-3.3	6.8	-12.4	3.0	-4.9	1.0	-2.0
CC(=O)N(C)C[C@H]1Oc2cc(-c3cccnc3)ccc2S(=O)(=O)N([C@@H](C)CO)C[C@@H]1C	0.6	-1.1	3.0	8.7	-1.4	7.3	-0.2	2.7
Cc1ccc(S(=O)(=O)N(C)C[C@H]2OCCCC[C@H](C)Oc3ccc(NS(=O)(=O)c4ccc(Cl)cc4)cc3C(=O)N([C@H](C)CO)C[C@H]2C)cc1	0.0	-0.1	3.8	-13.7	6.1	-1.9	0.1	0.4
COCC(C)N1CCC(Oc2ccc(C(=O)N3CCCC3)cc2)CC1 (configuration not stated)	0.0	0.4	-15.1	-8.0	-5.2	-1.5	/	2.9
CCS(=O)(=O)Nc1ccc2c(c1)C(=O)N(C)[C@@H]1CC[C@@H](CC(=O)NC3CCCCC3)O[C@H]1CO2	0.0	-0.6	-20.2	8.7	0.1	25.9	-0.1	2.7
CCn1c(C(=O)O)c(CC(=O)Nc2cccc(C(F)(F)F)c2)c2ccccc21	0.2	1.1	6.5	-10.9	-6.1	-7.6	/	3.5
Cc1ccc(NCN2C(=O)c3ccccc3C2=O)cc1Cl	0.1	-4.5	-8.5	6.6	2.2	0.8	0.0	2.8
Cc1ccc(NC(=O)C(=O)NCCN2CCN(S(C)(=O)=O)CC2)cc1C	0.0	-0.8	/	-11.5	/	0.2	/	-0.4
COc1cc(/C=c2\s/c(=C\C(=O)C(C)(C)C)[nH]c2=O)cc(OC)c1OC	0.1	-0.4	/	-65.8	/	0.6	/	0.9
COCCNC(=O)/C(C#N)=C/c1ccc(OCC(=O)NC2CCCCC2)cc1	0.1	2.3	/	-16.3	/	-3.9	-1.5	1.9
CS(=O)(=O)c1ccccc1-c1nnc(NC(=O)c2cccc(N3C(=O)CCC3=O)c2)o1	0.0	-15.7	1.2	-6.4	3.0	12.0	0.0	-2.9
CCOc1ncccc1C(=O)OCC(=O)c1ccc(Br)s1	0.1	-5.6	/	0.3	-4.2	-7.1	0.3	-0.8
Cc1nc2ccccn2c1/C(O)=C1\C(=O)C(=O)N(CCN2CCOCC2)C1c1cccs1 (configuration not stated)	/	2.7	/	-11.9	/	0.7	/	-0.6
CCN1CCN(C(c2cccs2)C(C)NC(=O)c2cccc(OC)c2OC)CC1 (configuration not stated)	/	2.2	1.9	-2.4	-4.7	2.2	/	-3.1
CCCCOc1ccc(C(=O)N(C)CC(=O)Nc2ccc(C)cc2)cc1	0.7	2.3	2.8	-8.9	-0.2	-1.0	-0.2	-3.2
COc1ccc(CN2CCN(CCc3ccccc3)C(CCO)C2)cc1Cn1cncn1 (configuration not stated)	0.1	3.2	2.8	-7.6	0.4	-2.3	/	-4.2
CSCCC(NC(=O)COc1ccccc1)C(=O)OCCOc1ccc(F)cc1 (configuration not stated)	0.0	0.0	/	-13.3	/	-1.0	-1.7	3.2
COc1cc(C)ccc1S(=O)(=O)NC(=O)C1(C)CCN1C(=O)COc1ccc(Cl)cc1 (configuration not stated)	0.2	-6.9	2.8	-16.8	-7.7	-1.1	0.6	4.9
O=C(c1ccc([N+](=O)[O-])cc1)N1CCN(C(=O)c2cccnc2)CC1	-0.1	1.6	14.2	1.6	1.4	-3.1	/	-0.8
Cc1cccc(Cc2c(C)[nH]c(=O)c(C#N)c2C)c1	0.2	-2.4	/	-0.7	/	-0.9	-0.5	-3.8
CC(C(=O)N1CCc2ccccc21)N(C)CC(=O)Nc1ccc(F)cc1 (configuration not stated)	-0.1	1.6	3.6	-52.3	-2.9	21.4	-0.5	2.7
C[C@H](CO)N1C[C@H](C)[C@H](CN(C)Cc2ccc(Cl)c(Cl)c2)Oc2ccc(NS(=O)(=O)c3ccc(F)cc3)cc2C1=O	0.0	-5.0	7.2	-15.2	-1.5	-0.2	0.1	-2.7
O=C(Cn1ncn2c(cc3sccc32)c1=O)NC1CCCC1	0.0	-4.8	-6.7	-12.2	2.6	-0.3	/	3.3

Quoted at random: 3 compounds from above.
SMILES	XiGFP reactiv	ERp5 block	RAD54 inh	RAD52 inh	esBAF inh	S100A4 MyoIIA	E-sel inducer	ERAP1 inh
CSCCC(NC(=O)COc1ccccc1)C(=O)OCCOc1ccc(F)cc1 (configuration not stated)	0.0	0.0	/	-13.3	/	-1.0	-1.7	3.2
COc1ccc(CN2CCN(CCc3ccccc3)C(CCO)C2)cc1Cn1cncn1 (configuration not stated)	0.1	3.2	2.8	-7.6	0.4	-2.3	/	-4.2
O=C(Cn1ncn2c(cc3sccc32)c1=O)NC1CCCC1	0.0	-4.8	-6.7	-12.2	2.6	-0.3	/	3.3

The list goes on:
SMILES	XiGFP reactiv	ERp5 block	RAD54 inh	RAD52 inh	esBAF inh	S100A4 MyoIIA	E-sel inducer	ERAP1 inh
CCN(CC)S(=O)(=O)c1ccc2c(c1)N(CC(=O)NCC1CCCO1)C(=O)CO2 (configuration not stated)	0.2	-2.2	-4.2	8.5	-3.3	-3.1	/	-1.8
CC(=O)N(C)C[C@H]1Oc2cc(-c3cccnc3)ccc2S(=O)(=O)N([C@H](C)CO)C[C@@H]1C	-0.6	3.0	1.8	-0.1	-5.2	13.4	-0.1	-1.0
CC(=O)c1ccc(NC(=O)C2CCCN(C(=O)c3ccc(Cl)cc3)C2)cc1 (configuration not stated)	0.0	6.0	/	-1.2	/	-4.3	/	1.8
COCC(=O)Nc1ccc2c(c1)[C@H]1C[C@H](CC(=O)NCc3ccccc3)O[C@@H](CO)[C@H]1O2	0.2	2.7	3.2	-22.5	3.5	-13.1	-0.2	0.7
CNC[C@H]1OCc2ccccc2-c2ccccc2C(=O)N([C@@H](C)CO)C[C@@H]1C	0.2	-1.3	4.6	-6.7	4.2	9.9	0.5	0.1
CC(C)(C)OC(=O)CNC(=O)c1[nH]cnc1C(=O)NC1CCN(C(=O)OC(C)(C)C)CC1	0.2	8.4	/	-11.3	/	-3.6	/	2.1
CS(=O)(=O)c1ccc(Cl)c(NC(=O)CSc2nnc(C3CC3)n2C2CC2)c1	0.1	6.5	0.4	-8.1	-2.8	-2.1	4.3	-8.6
COc1ccccc1N1CCN(Cc2ccc(OC)c3ccccc23)CC1	/	2.5	/	-0.7	-1.1	-0.2	/	1.8
Cc1ccc2[nH]c(O)c(N=O)c2c1	-0.3	1.6	-7.1	-6.4	-2.2	-3.1	0.5	/
COc1ccccc1NC(=O)Cn1c2ccccc2c2nc3n(c(=O)c21)CCS3	0.2	-4.6	/	-16.9	/	-15.9	-1.8	0.3

Marked active in esBAF inh, of those listed so far:
| Molecule | ERp5 block | RAD52 inh | esBAF inh | S100A4 MyoIIA | ERAP1 inh |
| --- | --- | --- | --- | --- | --- |
| CN1CCC[C@H]1CCNc1ccc2c(=O)c3ccccc3n(C)c2c1 | 0.8 | 50.5* | 63.5* | -1.2 | / |

Further structures follow.
SMILES	XiGFP reactiv	ERp5 block	RAD54 inh	RAD52 inh	esBAF inh	S100A4 MyoIIA	E-sel inducer	ERAP1 inh
COCC#Cc1ccc2c(c1)O[C@@H](CN(C)C(=O)Nc1ccccc1F)[C@@H](C)CN([C@@H](C)CO)S2(=O)=O	0.0	-2.3	4.4	4.1	-2.0	-1.6	-0.1	3.1
CN(C(=O)COC(=O)C1CCN(S(=O)(=O)c2c(Cl)cccc2Cl)CC1)C1CCCCC1	0.1	-1.3	/	-18.9	/	6.6	/	1.2
COc1cc(Cl)c(NS(=O)(=O)c2ccc(-c3ccc(=O)[nH]n3)o2)c(OC)c1	-0.1	1.0	-2.4	-47.2	5.0	15.0	/	1.4
O=C(Nc1ccc2c(c1)OCCO2)c1ccc(Br)cc1	0.4	1.7	1.4	-7.8	2.9	-3.8	/	0.3
O=C(/C=C/[C@H]1O[C@@H](n2ccc(=O)[nH]c2=O)[C@H](O)[C@@H]1O)NCc1ccc2c(c1)OCO2	0.1	-0.4	-2.7	-9.2	-6.9	4.3	-0.1	-4.3
CCc1ccc(C(O)(CC(C)C)C(CN2CCOCC2)c2ccccc2)cc1 (configuration not stated)	0.0	3.3	-5.5	-8.1	-8.8	-0.7	0.4	-1.9
CCCS(=O)(=O)NC(=O)C1(C)CCCN(C(=O)c2c(C)noc2C)C1 (configuration not stated)	0.0	1.6	-6.1	0.8	3.6	5.1	/	-4.6
CC1(C(=O)NS(=O)(=O)c2ccc(Cl)cc2)CCN1C(=O)C1CCCCC1 (configuration not stated)	0.1	0.2	-11.7	-11.0	-1.4	-2.3	/	-0.1
C[C@@H]1CN([C@@H](C)CO)C(=O)Cc2cc(NC(=O)Cc3ccccc3)ccc2O[C@H]1CN(C)C(=O)Nc1ccc(F)cc1	0.1	6.8	-4.6	4.3	-2.8	4.7	-1.7	0.9
